HePTP inhibitor: inhibitors of human HePTP phosphatase | recombinant HePTP phosphatase activity, OD absorbance | inhibition, % at 20 µM | 110,000 tested, 0.64% active; in the data active means inhibition above about 50%;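 further: plate controls were vehicle for no effect and reference inhibitor for full effect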
Target sequence (P35236 whole entry, looked up): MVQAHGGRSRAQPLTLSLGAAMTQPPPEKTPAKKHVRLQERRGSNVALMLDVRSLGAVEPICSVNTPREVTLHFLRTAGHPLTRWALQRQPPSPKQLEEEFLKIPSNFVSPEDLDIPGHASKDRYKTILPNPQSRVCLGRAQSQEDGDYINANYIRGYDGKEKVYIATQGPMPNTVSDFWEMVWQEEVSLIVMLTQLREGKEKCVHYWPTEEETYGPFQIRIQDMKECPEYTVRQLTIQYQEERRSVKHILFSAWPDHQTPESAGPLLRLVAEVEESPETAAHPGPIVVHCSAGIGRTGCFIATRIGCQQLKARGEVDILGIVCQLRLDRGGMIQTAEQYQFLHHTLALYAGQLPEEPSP
BAP1 inh: human BAP1 deubiquitinase inhibition; AID 436; 72,000 tested, 0.48% active; Q92560; activity remaining (% of control), % at 20 µM; recombinant BAP1, Ub-AMC hydrolysis fluorescence kinetic; stronger effect = lower value;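 active means activity remaining at or below 50% of control, provided the compound also passes the data quality filters; inactive means the rest, including low values that fail the filters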;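 further: 100% = DMSO wells rate and 0% = substrate alone blank rate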
Target sequence (Q92560 whole entry, looked up): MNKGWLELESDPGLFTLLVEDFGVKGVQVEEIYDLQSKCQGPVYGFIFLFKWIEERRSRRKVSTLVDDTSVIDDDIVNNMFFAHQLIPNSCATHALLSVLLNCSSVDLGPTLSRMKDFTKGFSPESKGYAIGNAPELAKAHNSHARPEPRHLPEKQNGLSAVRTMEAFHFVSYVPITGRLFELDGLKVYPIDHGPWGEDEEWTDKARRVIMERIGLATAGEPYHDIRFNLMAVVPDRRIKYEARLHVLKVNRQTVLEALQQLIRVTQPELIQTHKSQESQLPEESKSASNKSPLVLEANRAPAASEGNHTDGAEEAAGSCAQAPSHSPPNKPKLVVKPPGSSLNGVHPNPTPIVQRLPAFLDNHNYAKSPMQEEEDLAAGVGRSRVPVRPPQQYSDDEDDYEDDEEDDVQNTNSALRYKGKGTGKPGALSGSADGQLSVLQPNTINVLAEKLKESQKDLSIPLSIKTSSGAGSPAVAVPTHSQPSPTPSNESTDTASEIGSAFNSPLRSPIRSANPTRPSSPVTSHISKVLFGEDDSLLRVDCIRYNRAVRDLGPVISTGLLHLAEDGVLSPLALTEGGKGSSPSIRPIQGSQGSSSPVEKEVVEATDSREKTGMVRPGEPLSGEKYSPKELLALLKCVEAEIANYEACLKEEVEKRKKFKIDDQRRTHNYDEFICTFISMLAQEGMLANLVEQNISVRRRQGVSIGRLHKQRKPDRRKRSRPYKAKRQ
The depositor's hits bear a star; / = not tested or not shown; & = joins results of further samples.

Every second line gives: HePTP inhibitor, BAP1 inh
O=[N+]([O-])c1ccc(-c2nc(-c3ccc(F)cc3)c(-c3ccncc3)[nH]2)cc1
 : /, 57.5
O=C(O)c1cccc2[nH]c(C(F)(F)F)nc12
 : 7.3, 92.2
COc1cc(C2C(C#N)=C(N)SC(N)=C2C#N)ccc1O
 : 4.3, /
N#CCc1ccc(NS(=O)(=O)c2ccc(N3CCCC3=O)cc2)cc1
 : 4.9, 107.2
CCCSC1=C(C#N)C(c2ccccc2C)C(C(=O)OC)C(=O)N1 (configuration not stated)
 : 9.1, 87.5
COC(=O)c1c(NC(=O)Cc2ccccc2)sc2c1C(C(=O)OC)CC2 (configuration not stated)
 : -8.9, /
C=CCNC(=O)c1sc2cc(Cl)ccc2c1Cl
 : /, 88.4
CC(C)C(NC(=O)C12CC3CC(CC(C3)C1)C2)C(=O)NC1=NCCS1 (configuration not stated)
 : 6.1, 87.8
COc1ccc2[nH]c(=O)c(CNC3CCCCC3)cc2c1
 : 14.6, /
COc1ccc(OC)c(NC(=S)NC(NC(=O)c2ccco2)C(Cl)(Cl)Cl)c1 (configuration not stated)
 : 6.8, /
CCc1ccc(C2NC(=O)NC(C)=C2C(=O)OCc2ccccc2)cc1 (configuration not stated)
 : /, 83.4
O=C(Cc1ncn[nH]1)NCCc1ccccc1
 : 1.5, 95.5
NC(=O)c1cc(Br)cc2c3c([nH]c12)CCCC3
 : 9.7, 97.9
Cc1nc(C)c(C(=O)Nc2nc3c(C)cccc3s2)o1
 : 15.0, /
CCSCCOC(=O)C1=C(C)N(C)C(=O)NC1c1ccccc1[N+](=O)[O-] (configuration not stated)
 : -5.4, /
Cc1sc2nc(SC3C=CCCC3)[nH]c(=O)c2c1C (configuration not stated)
 : -11.1, /
Clc1ccc(C(c2nnnn2C2CCCC2)N2CCN(Cc3ccncc3)CC2)cc1 (configuration not stated)
 : 8.3, 89.4
COC(=O)c1ccc(NC(=O)COc2ccc(C)cc2Br)cc1
 : -8.8, /
C/C(=C\C(=O)c1ccccc1)Nc1ccccc1O
 : 0.1, /
CCOC(=O)C1=C(N)OC2=C(C(=O)CCC2)C1c1ccco1 (configuration not stated)
 : -16.3, 94.9
CC(C)N1C(=O)CCC1C(=O)N1CCN(c2ccccn2)CC1 (configuration not stated)
 : 3.5, 102.6
O=C(O)c1ccc(N2C(=O)C3C4c5ccccc5C(c5ccccc54)C3C2=O)cc1Cl (configuration not stated)
 : -9.1, /
CN(C)/C=C1\N=C(c2ccc(C(C)(C)C)cc2)OC1=O
 : 9.0, /
Cc1ccc(-c2cc(C(=O)Nc3c(C)n(C)n(-c4ccccc4)c3=O)[nH]n2)c(O)c1
 : -8.0, 96.9
CC(C)(C)c1ccc(-c2nc(-c3ccc(F)cc3)no2)cc1
 : 7.1, /
CCS(=O)(=O)N1CCC(NC(=O)c2ccco2)CC1
 : -8.7, 108.5
O=C1CC(c2ccc(Cl)cc2)CC2=C1C(c1ccccc1F)Nc1ccccc1N2 (configuration not stated)
 : -1.1, /
COc1ccc(C2(CNC(=O)CC(c3ccccc3)c3ccccc3O)CCOCC2)cc1OC (configuration not stated)
 : 7.2, /
COC(=O)CN1C(=O)C2(OCCCO2)c2ccccc21
 : -6.4, 93.7
N/C(Cc1ccc([N+](=O)[O-])cc1)=N\OC(=O)c1ccc([N+](=O)[O-])cc1
 : -6.0, /
O=C(NCc1ccncc1)c1ccc([N+](=O)[O-])cc1
 : -5.1, /
O=C(C[n+]1ccccc1)Nc1ccccc1C(=O)O
 : /, 98.5
Cc1ccc(COc2ccc3c(c2)oc(=O)c2ccccc23)cc1
 : 0.4, /
C=CCc1cccc2cc(NC(C)=O)c(=O)oc12
 : -3.1, /
O=S1(=O)CCN2C(=N1)SC1=C2CCN(Cc2ccccc2)C1
 : 8.6, 115.0
COC(=O)/C(=C\c1ccc(Cl)cc1)[N+](=O)[O-]
 : 2.1, /
CSc1ccc(CN2CCN(Cc3ccc([N+](=O)[O-])cc3)CC2)cc1
 : -7.9, /
CC12CCC(C(=O)N3CCN(c4ncccn4)CC3)(c3nc4ccccc4nc31)C2(C)C (configuration not stated)
 : 1.5, 60.3
COC(=O)c1cc(Cl)c(NC(=O)c2c(-c3ccccc3Cl)noc2C)cc1OC
 : 9.8, /
O=C(c1ccccc1)c1coc2ccc(O)c(Cl)c12
 : -9.5, 93.7
CC(C)(C)n1nnnc1C(c1ccccc1F)N(Cc1ccco1)CC1CCCO1 (configuration not stated)
 : 10.8, 94.1
NS(=O)(=O)c1ccc(NC(=O)C23CC4CC(CC(C4)C2)C3)cc1
 : 8.2, 53.6
COc1ccc(-n2nc3cc(C)c(NC(=O)c4cccs4)cc3n2)cc1
 : -3.7, /
CC1(C)CC(=O)C(C(/C=C/c2ccccc2)C2=C(O)CC(C)(C)CC2=O)C(=O)C1 (configuration not stated)
 : 7.2, /
CC(=O)Nc1ccc(S(=O)(=O)NCc2ccc(C(=O)NCCN3CCCCCC3)cc2)cc1
 : -3.0, 102.9
CCN(CC)S(=O)(=O)c1ccc(F)c(C(=O)NCCCN2CCOCC2)c1
 : -1.8, 107.4
O=C(Cn1cc(/C=C2\SC(=O)NC2=O)c2ccccc21)Nc1ccccc1
 : 11.6, /
COC(=O)CSc1nc2ccccc2n1CC(=O)N(C(C)C)C(C)C
 : 15.0, 93.5
C=CCN(C(=O)CNC(=O)c1ccco1)C(C(=O)NC1CCCCC1)c1ccc(OC)cc1OC (configuration not stated)
 : 3.3, 84.7
O=C(Nc1ccccc1Br)c1ccc(CN2CCc3ccccc3C2)cc1
 : 5.9, /

Taken from above:
COC(=O)CSc1nc2ccccc2n1CC(=O)N(C(C)C)C(C)C in BAP1 inh = 93.5
C=CCN(C(=O)CNC(=O)c1ccco1)C(C(=O)NC1CCCCC1)c1ccc(OC)cc1OC (configuration not stated) in HePTP inhibitor = 3.3
O=C(Nc1ccccc1Br)c1ccc(CN2CCc3ccccc3C2)cc1 in HePTP inhibitor = 5.9
CCN(CC)S(=O)(=O)c1ccc(F)c(C(=O)NCCCN2CCOCC2)c1 in HePTP inhibitor = -1.8
O=C(Cn1cc(/C=C2\SC(=O)NC2=O)c2ccccc21)Nc1ccccc1 in HePTP inhibitor = 11.6
CC(=O)Nc1ccc(S(=O)(=O)NCc2ccc(C(=O)NCCN3CCCCCC3)cc2)cc1 in BAP1 inh = 102.9

(list continues)
Every second line gives: HePTP inhibitor, BAP1 inh
O=S(=O)(CC(CN1CCCC1)N1CCCC1)c1ccc2ccccc2c1 (configuration not stated)
 : -0.5, 94.6
CCOC(=O)c1c(NC(C)=O)sc2c1CCCNC2=O
 : -11.3, 108.7
C[C@H](NC(=O)C1(c2ccccc2)CCN(C(=O)[C@H]2CSCN2C(=O)OC(C)(C)C)CC1)C(=O)O
 : 7.1, 106.5
O=C(NC(=O)c1ccncc1)NC(c1ccccc1)c1ccccc1
 : -9.2, /
COc1ccc(N(C(=O)COc2ccccc2)C2C=CS(=O)(=O)C2)c(OC)c1 (configuration not stated)
 : -8.9, 98.3
COc1ccc(NC(=O)C2CCCN(S(=O)(=O)c3cccc4cccnc34)C2)cc1OC (configuration not stated)
 : 15.5, 91.5
N#CCCN(C1CCCCC1)S(=O)(=O)CCOc1ccccc1
 : 2.0, 95.6
CCOC(=O)c1c[nH]c2ccc(Br)cc2c1=O
 : -25.7, /
CC(C)c1nc2cc3ccccc3cc2[nH]1
 : -1.4, /
CC(=O)Nc1ccc(NC(=O)/C=C/C(=O)O)cc1Cl
 : -7.3, /
CCN1CCN(Cc2nc3c(c(=O)n(C)c(=O)n3C)n2CC(=O)c2ccccc2)CC1
 : -5.3, 95.1
O=C(CC1SC2=NCCN2C1=O)Nc1ccc(Br)cc1 (configuration not stated)
 : 3.2, 50.4
CSc1nnc(C2CCCN2)n1C (configuration not stated)
 : 1.7, /
COCCNC(=O)CSc1nc2ccccc2c(=O)n1CCCC(=O)NCc1ccccc1
 : 4.5, 110.3
COc1cc(OC)cc(C(=O)NC2CCSC2=O)c1 (configuration not stated)
 : 3.8, 111.1
Cc1occc1-c1nnc(SCC(=O)NC(=O)NC(C)C)n1N
 : 4.3, 105.9
Cc1c(C(=O)OC2CCCC2C)[nH]c2c1C(=O)CCC2 (configuration not stated)
 : 6.8, 95.7
CC(C)(C)C1CCc2[nH]nc(C(=O)O)c2C1 (configuration not stated)
 : 9.6, 96.8
Cc1c(F)cccc1NC(=O)C(Cc1c[nH]c2ccccc12)NC(=O)OCC(C)C (configuration not stated)
 : 3.5, /
CC1C(=O)C(C)C(c2ccco2)NC1c1ccco1 (configuration not stated)
 : -1.0, 95.0
COCCNc1nc(SCC(=O)N2CCN(c3ccccc3OC)CC2)nc2ccccc12
 : 12.0, 107.4
Cc1ccc(C)c(-c2csc(NC(=O)C3C4CCC(C4)C3C(=O)O)n2)c1 (configuration not stated)
 : 0.7, /
Cc1cc(C)n(C(=O)CNC(=O)COc2ccccc2)n1
 : 1.5, 104.7
CCc1c(C)nc2cc(-c3cccs3)[nH]n2c1=O
 : 7.8&-0.8, 89.6
CCCCOC(=O)c1ccc(NC(=S)NC(NC(=O)Cc2ccccc2)C(Cl)(Cl)Cl)cc1 (configuration not stated)
 : 4.9, /
CCCCC(=O)Nc1ccc(C2C(=O)c3ccccc3C2=O)cc1
 : -6.2, /
CC1=CC(C)(C)C(C#N)(C#N)C(N)=C1C#N
 : -1.6, /
COc1ccc(OCCCN2CCOCC2)cc1
 : -5.1, /
O=C(C1CCN(S(=O)(=O)N2CCOCC2)CC1)N1CCc2ccccc21
 : 9.0, 88.1
O=C(Nc1ccccc1)Nc1ccc(S(=O)(=O)N2CCCC2)cc1
 : 1.2, /
Cc1ccc(-c2nc(-c3ccncc3)no2)cc1[N+](=O)[O-]
 : 3.8, /
Cc1ccc(-c2noc(CN3CCN(Cc4ccccc4)CC3)n2)cc1
 : /, 101.3
Cc1cc2nc3s/c(=C/c4ccc([N+](=O)[O-])cc4)c(=O)n3c2cc1C
 : -11.5, /
O=C(CCS(=O)(=O)c1cccc2nonc12)Nc1cccc2c1CCCC2
 : -0.9, 87.7
O=C(O)CCc1ccc(-c2cccs2)n1NC(=O)c1ccco1
 : 15.6, 88.2
N#CC12CCCCC1CC1CCCCC1(C#N)N2Cc1ccccn1 (configuration not stated)
 : -4.4, 79.7
COc1ccccc1/C=N/NC(=O)c1cc(-c2ccc(C)cc2)n[nH]1
 : 2.1, /
Cc1cc(Cl)ccc1OC(=O)c1cc2ccccc2o1
 : -4.9, /
COC(=O)c1c(C#N)c(N)nc2c1CCC2
 : 3.4, /
CCOC(=O)C1=C(O)C(=O)N(c2ccc(S(N)(=O)=O)cc2)C1c1ccc(OC)cc1OC (configuration not stated)
 : -5.6, 101.4

Structural class, the entries above containing two or more sulfur atoms (2)
Every second line gives: HePTP inhibitor, BAP1 inh
Cc1sc2nc(SC3C=CCCC3)[nH]c(=O)c2c1C (configuration not stated)
 : -11.1, /
O=S1(=O)CCN2C(=N1)SC1=C2CCN(Cc2ccccc2)C1
 : 8.6, 115.0

Continuation.
Every second line gives: HePTP inhibitor, BAP1 inh
CCOC(=O)c1ccccc1NC1c2ccccc2C(=O)N1C1CCN(C(=O)OCC)CC1 (configuration not stated)
 : 15.1, /
COc1ccc(OC)c(C2=NOC(C(=O)Nc3cccnc3)C2)c1 (configuration not stated)
 : 5.6, 84.0
CC(C)c1cc(Nc2nccs2)cc(C(C)C)c1O
 : 83.7*, /
Cc1ccc(S(N)(=O)=O)cc1NC(=O)c1ccc(F)cc1
 : 7.2, /
Cn1c(C(=O)NCc2ccccn2)cc2c(=O)n(C)c3ccccc3c21
 : 11.7, 102.7
COc1ccc(S(=O)(=O)N2CCN(Cc3ccc4c(c3)OCO4)CC2)c2ccccc12
 : 0.2, 68.7
COc1ccc(C(O)(C(=O)NCCCCOc2ccccc2)c2ccc(OC)cc2)cc1
 : -17.2, /
Cc1cccc(CN2CCN(C(=O)c3ccc([N+](=O)[O-])cc3)CC2)c1
 : -5.6, /
O=C(NNc1c(F)c(F)c(F)c(F)c1F)C(O)(c1ccccc1)c1ccccc1
 : -6.1, /
CCOC(=O)c1sc(NC(=O)COc2ccccc2C)c(C(=O)OCC)c1C
 : 0.6, /
CCc1c(C)nc(/N=C(/NC(=O)c2ccccc2)Nc2ccccc2OC)[nH]c1=O
 : -5.0, 105.6
CCC(C)(C)n1nnnc1C(c1cc2cccc(C)c2[nH]c1=O)N1CCN(C(=O)c2ccco2)CC1 (configuration not stated)
 : -5.2, 95.7
COc1cc([C@@H]2[C@H]3CN(C)CC=C3C(C#N)=C(N)C2(C#N)C#N)cc2c1OCO2
 : 6.2, 91.4
COC(=O)c1cc(C(=O)NCc2ccccn2)cc([N+](=O)[O-])c1
 : -1.8, /
COc1ccc(C2NCCc3c2[nH]c2ccccc32)cc1OC (configuration not stated)
 : -19.2, /
CCCCOC(=O)c1ccc(NC(=O)c2cccc(Cl)c2)cc1
 : 1.0, /
CCC(=O)Nc1cccc(-c2nnc(SCC(=O)NCc3ccco3)n2C)c1
 : -5.9, 76.4
O=C(C1CC1)N(CCc1ccccc1)Cc1nc2ccccc2c(=O)[nH]1
 : -7.5, 78.9
Cc1ccc(C)c(NC(=O)CSc2nnc(-c3ccccc3C)o2)c1
 : -12.6, 94.8
O=C(Nn1cnc2ccccc2c1=O)c1ccccc1Cl
 : -11.9, 90.2
CCOc1ccc(S(=O)(=O)N2CCN(C)CC2)c(C)c1C
 : -1.8, 55.2
S=C(NCc1ccc2c(c1)OCO2)Nc1ccccc1
 : -6.0, /
CCOC(=O)c1ccc(NC(=O)C2CC(=O)N(c3ccc(F)cc3)C2)cc1 (configuration not stated)
 : -2.9, /
COC(=O)c1ccc(COc2cc(C)cc3oc(=O)cc(-c4ccccc4)c23)cc1
 : 7.6, /
O=C(Nc1cnn(C23CC4CC(CC(C4)C2)C3)c1)c1cnn2cccnc12
 : 7.3, 91.5
O=C1C2C3CCC(O3)C2C(=O)N1c1ccc(Cl)cc1 (configuration not stated)
 : -0.9, /

3 compounds from above, ordered by SMILES length, high to low:
Every second line gives: HePTP inhibitor, BAP1 inh
COC(=O)c1ccc(COc2cc(C)cc3oc(=O)cc(-c4ccccc4)c23)cc1
 : 7.6, /
O=C(Nc1cnn(C23CC4CC(CC(C4)C2)C3)c1)c1cnn2cccnc12
 : 7.3, 91.5
O=C1C2C3CCC(O3)C2C(=O)N1c1ccc(Cl)cc1 (configuration not stated)
 : -0.9, /

Screens as filed in PubChem.
